PglD inh: PglD (C. jejuni) enzyme inhibition; purified PglD enzyme, DTNB colorimetric CoA detection; inhibition, % at 12.5 µM; 360,000 compounds, 0.098% hits; in the data active means inhibition above about 16%, passing the limit was not always enough; inconclusive means no clear call, values can overlap the other calls; further: strong numbers were not always called active
SIRT5 inh: blocks human SIRT5 desuccinylation of peptide. inhibition, % at 15 µM. Q9NXA8. Purified SirT5, succinyl-peptide AMC, trypsin-coupled fluorescence. 330,000 compounds, 1.1% hits; in the data active means inhibition above about 15%; inconclusive means no clear call, values can overlap the other calls
Target sequence (Q9NXA8 whole entry, looked up): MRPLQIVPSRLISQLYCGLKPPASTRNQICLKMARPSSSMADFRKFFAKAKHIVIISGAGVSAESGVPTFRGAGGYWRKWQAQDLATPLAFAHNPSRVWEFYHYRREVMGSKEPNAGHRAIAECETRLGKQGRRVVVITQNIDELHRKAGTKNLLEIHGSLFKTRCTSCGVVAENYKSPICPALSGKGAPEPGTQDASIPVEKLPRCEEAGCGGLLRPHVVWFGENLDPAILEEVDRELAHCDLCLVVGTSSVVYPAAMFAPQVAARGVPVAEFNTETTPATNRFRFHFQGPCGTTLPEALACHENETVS
ERp5 inh: inhibitors of human ERp5 | Q15084 | ERp5 insulin aggregation, absorbance 650 nm, 90 min | inhibition, % at 9.99 µM | 350,000 compounds, 0.05% hits;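 active means mean replicate inhibition above about 25%, with every replicate also reaching it, limit read from the data, passing the limit was not always enough; inconclusive means only one of those two criteria met; inactive means neither criterion met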
Target sequence (Q15084 whole entry, looked up): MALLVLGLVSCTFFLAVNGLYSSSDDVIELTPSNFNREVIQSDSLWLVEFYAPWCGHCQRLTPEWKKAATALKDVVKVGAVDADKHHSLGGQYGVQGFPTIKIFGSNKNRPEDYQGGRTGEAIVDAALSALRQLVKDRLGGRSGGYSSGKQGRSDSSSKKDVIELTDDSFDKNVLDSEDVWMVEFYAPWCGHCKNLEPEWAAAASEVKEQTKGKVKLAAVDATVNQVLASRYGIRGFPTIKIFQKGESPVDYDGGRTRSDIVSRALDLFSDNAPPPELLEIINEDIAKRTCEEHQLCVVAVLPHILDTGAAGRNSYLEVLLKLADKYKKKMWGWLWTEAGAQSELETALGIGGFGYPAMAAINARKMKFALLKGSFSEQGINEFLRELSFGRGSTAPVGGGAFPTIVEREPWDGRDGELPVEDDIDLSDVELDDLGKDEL
E-sel inducer: induces E-selectin expression in human endothelial cells. 260,000 compounds, 0.37% hits. HUVEC E-selectin immunofluorescence imaging; normalized: neutral wells 0, TNF-alpha wells 100. AID 686992. activation, % at 7.58 µM;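 active means mean E-selectin-positive cell signal at least 10% of the positive control, reached in at least 60% of replicates, without over 20% cell loss; inconclusive means no rule given, readout overlaps actives, possibly toxicity-flagged; inactive means the rest, including those meeting only one limit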;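 further: in these data hits start at about 27%; measured in HUVEC primary endothelial cells; signal is the percent of cells scored E-selectin positive by PE staining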
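material = human umbilical vein endothelial cells (HUVEC), E-selectin induction | quantity = 3,000 cells/well | medium = EGM-2 growth medium on 0.1% gelatin-coated wells | technique = immunofluorescence imaging | read-out basis = % PE-positive cells | control set = TNF-alpha positive control, DMSO neutral control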
S100A4 inh HTS: S100A4-myosin IIA interaction inhibition; S100A4/TAMRA-MyoIIA peptide fluorescence polarization; 360,000 compounds, 0.14% hits; inhibition, % at 10.7 µM; P26447; AID 652163;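 active means mean inhibition of at least 70% across replicates, with every replicate also reaching that level; inconclusive means mean inhibition reaches 70% but some replicates fall short; inactive means mean inhibition below 70%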
Target sequence (P26447 whole entry, looked up): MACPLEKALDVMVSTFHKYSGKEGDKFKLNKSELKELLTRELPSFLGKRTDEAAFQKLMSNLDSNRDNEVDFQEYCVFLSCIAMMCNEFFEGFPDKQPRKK
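assay system = human S100A4 monomer with TAMRA-labelled myosin IIA peptide | also added = labelled myosin peptide probe, 5 nM | incubation = 5 min between mix addition and reading | control set = DMSO and TFP controls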
DENV2 CPE: protects cells from dengue virus 2 cytopathic effect. CPE inhibition, % at 9.99 µM. 350,000 compounds, 1.7% hits. DENV2-infected cells, cytopathic effect rescue, plate reader; in the data active means CPE inhibition above about 20%, passing the limit was not always enough; inconclusive means no clear call, values can overlap the other calls; tested in BHK-21 cells;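 further: 0% = median of neutral control wells and 100% = median of positive control wells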
Statin myotox sup: protects C2C12 myotubes from simvastatin toxicity. ATP luminescence, 48 h; scaled: DMSO 0, geranylgeraniol control 100. rescue of ATP level, % at 7.49 µM. 330,000 compounds, 0.78% hits. AID 602340;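 active means mean ATP rescue above about 67%, or every replicate alone reaching that limit, limit read from the data, passing the limit was not always enough; inconclusive means no clear call, values can overlap the other calls; inactive means mean under the limit and some replicate under it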;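 further: myotubes were challenged with 10 µM simvastatin during compound exposure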
The depositor's hits bear a star; ? = inconclusive; . = not tested or not shown; & = joins results of further samples.

entry | SMILES | PglD inh | SIRT5 inh | ERp5 inh | E-sel inducer
1 | COc1ccc(NS(=O)(=O)c2ccc(C)c(NC(=O)c3ccc(C)c(S(=O)(=O)N4CCOCC4)c3)c2)cc1 | -6 | -1 | 2 | -1.4
2 | C[C@@H]1CN([C@@H](C)CO)C(=O)c2cc(C3=CCCC3)cnc2O[C@H]1CN(C)C(=O)c1cccnc1 | -1 | -9 | 4 | 0.1
3 | CN(C)CCCNC(=O)C[C@H]1C=C[C@@H](NC(=O)c2ccccc2F)[C@@H](CO)O1 | -2 | 2 | 3 | 0.3
4 | COc1cc(CC(=O)OCC(=O)Nc2ccc(N(C)C)cc2)cc(OC)c1OC | -2 | 1 | 0 | -0.6
5 | Cc1ccc(Cl)cc1NC(=O)C1CC1c1ccccc1 (centres undefined) | 3 | -3 | 3 | .
6 | C[C@H](CO)N1C[C@H](C)[C@@H](CN(C)Cc2ccccc2)Oc2c(NS(=O)(=O)c3ccccc3)cccc2C1=O | 10&9 | 3 | 0&2 | 0.1&0.1
7 | CC(C)(C)OC(=O)N(Cc1ccccc1)Cc1ccc(OCc2cccc(NC(=O)C3CC3)c2)cc1 | 3 | -1 | 4 | -0.2
8 | COc1ccc(CN2C[C@H](C)[C@@H](OC)CN(C)C(=O)c3ccc(NC(=O)c4nc5ccccc5s4)cc3OC[C@H]2C)cc1 | 44 | 6 | 9 | 0.0
9 | COc1cc(C(=O)NCCC(=O)NCCCN2CCCCC2)cc(OC)c1OC | -21 | 1 | 2 | .
10 | O=C(NCCCN1CCCC1=O)C1CCN(S(=O)(=O)c2ccc(F)cc2)CC1 | -3 | -1 | 1 | .
11 | CCCCN1CC(=O)N2[C@H](c3ccc(Cl)cc3)[C@@H]3C(=O)N(CC)C(=O)[C@@H]3[C@]2(C)C1=O | 0 | 0 | -1 | -0.1
12 | Cc1cc(NC(=O)CCN2C(=O)c3ccccc3C2=O)no1 | 1 | 0 | -1 | .
13 | Cc1cc(C)cc(-n2ncc3c2CCCC3NC(=O)c2cc(C)n(C)n2)c1 (centres undefined) | 0 | 5 | -7 | 0.6
14 | Cc1cc(Cn2nc(C(=O)NCC3CC3)cc2-c2ccccc2)on1 | 5 | -2 | 0 | 1.3
15 | CN(c1ccccc1)S(=O)(=O)c1cccc(NC(=O)CN2C(=O)NC3(CCCCC3)C2=O)c1 | 0 | 0 | -2 | -0.5

entry | S100A4 inh HTS | DENV2 CPE | Statin myotox sup
1 | -1 | 8 | .
2 | 10 | 2 | 62
3 | -3 | -2 | -11
4 | 4 | ? | -6
5 | -8 | -3 | -9
6 | -1&12 | 3&-6 | -14&-1
7 | 0 | -5 | -10
8 | 13 | -1 | 11
9 | -18 | . | -22
10 | 2 | -5 | 1
11 | 0 | 6 | 4
12 | 3 | . | 2
13 | -2 | ? | 24
14 | 0 | 22* | 8
15 | 10 | -1 | 9

entry | SMILES | PglD inh | SIRT5 inh | ERp5 inh | E-sel inducer
16 | COc1ccc(OCC(O)CNC(=O)Nc2ccccc2)cc1 (centres undefined) | -2 | 0 | 0 | 3.6
17 | CO[C@H]1CN(C)C(=O)c2ccc(NS(=O)(=O)c3cn(C)cn3)cc2OC[C@H](C)NC[C@@H]1C | . | -3 | 12 | 0.1
18 | COC(=O)CN(c1ccccc1)S(=O)(=O)c1ccccc1 | 0 | 5 | -9 | .
19 | O=C(CSc1nccc(=O)[nH]1)c1c[nH]c2ccccc12 | 0 | -1 | 1 | 12
20 | Cc1cc(C(=O)C(C)Cl)c(C)n1Cc1ccco1 (centres undefined) | . | 1 | 6 | 2.0
21 | CCCNC(=O)N1C[C@@H]2[C@H](c3ccccc31)[C@H](CO)N2C(=O)Nc1ccc(F)cc1 | -1 | 0 | 1 | 0.2
22 | COc1ccc(C(=O)COC(=O)C(CCSC)NC(=O)COc2ccccc2)c(OC)c1 (centres undefined) | -1 | -5 | -5 | 0.0
23 | CCOC(=O)c1ccc(NC(=O)N2CCN(c3ccccc3OC)CC2)cc1 | . | -1 | -1 | -0.1
24 | C[C@H](CO)N1C[C@H](C)[C@H](CN(C)CC2CCOCC2)Oc2ncc(C#Cc3ccccn3)cc2C1=O | -10 | 0 | 7 | -0.1
25 | C[C@@H]1CN([C@@H](C)CO)C(=O)CCCn2cc(nn2)CO[C@@H]1CN(C)S(=O)(=O)c1ccc(C#N)cc1 | -3 | -2 | 1 | 0.1
26 | Cc1cccc(NC(=O)CSc2ncnc3nc[nH]c23)c1C | -2 | 3 | 2 | .
27 | C=CCN1C(=O)[C@]2(O[C@H](CCO)[C@@H]([Si](C)(C)c3ccc(OC)cc3)[C@@H]2C)c2cc(I)ccc21 | 1 | 13 | 1 | .
28 | CCOc1ccc(C(=O)N2CCN(CC(=O)N3CCCC3)CC2)cc1OCC | 4 | -5 | 0 | -0.2
29 | CCCCC1=CC2=CC(=O)C(C)(OC(=O)CC)C(=O)C2=CN1C(CO)CO (centres undefined) | 1 | -4 | -2 | 0.8
30 | Cn1c(NC(=O)c2ccc3c(c2)OCO3)cc(=O)n(C)c1=O | . | 3 | 6 | ?

entry | S100A4 inh HTS | DENV2 CPE | Statin myotox sup
16 | -11 | 0 | .
17 | ? | 9 | .
18 | 1 | -3 | -2
19 | -11 | 3 | 10
20 | 0 | -4 | .
21 | 5 | -2 | -2
22 | 1 | -6 | -1
23 | 1 | -7 | .
24 | 1 | -1 | 45
25 | 4 | 16 | 2
26 | -4 | 6 | -4
27 | 9 | 0 | .
28 | -13 | 3 | 3
29 | -11 | -4 | -23
30 | 2 | 4 | -1

entry | SMILES | PglD inh | SIRT5 inh | ERp5 inh | E-sel inducer
31 | N#CCN(CC#N)C(=O)C1c2ccccc2Oc2ccccc21 | -7 | -1 | 3 | -0.6
32 | CCC(=O)NC(c1ccc(Cl)cc1Cl)c1ccc2cccnc2c1O (centres undefined) | -3 | -4 | 0 | -0.2
33 | O=C(NCCCn1ccnc1)/C(=C\c1cccnc1)NC(=O)c1ccco1 | . | -4 | -6 | 4.9
34 | COc1ccccc1NC(=O)COC(=O)c1[nH]c(=O)[nH]c(=O)c1N | 3 | 17* | 2 | .
35 | COC(=O)c1cn(NC(=O)c2ccc(OC)c([N+](=O)[O-])c2)c(=O)c2ccccc12 | . | 0 | 3 | .
36 | Cc1nn(-c2ccc(F)cc2)c(C)c1CN1CCN(CCc2ccccc2)C(CCO)C1 (centres undefined) | . | . | -1 | 2.8
37 | O=C(c1ccccc1F)N1CC2(C1)[C@@H](c1ccccc1)[C@H](CO)N2CC1CC1 | . | -3 | -9 | 0.0
38 | COc1cccc(-c2c(C(=O)N/N=C(\C)c3ccc(Cl)s3)nnn2-c2nonc2N)c1 | -3 | 2 | 4 | .
39 | CCc1nc2ccc(C(=O)N3CCN(C(=O)c4ccco4)CC3)cn2c1N(C)C(=O)C1CCCCC1 | -1 | . | 1 | 0.0
40 | CCOC(=O)c1c(C)[nH]c(C(=O)CN(C)CC(=O)Nc2ccccc2Cl)c1C | 1 | 3 | . | -2.1
41 | CCN(CC)C(=O)C(=O)c1cccn1-c1c(Cl)cccc1C#N | . | -3 | 0 | .
42 | Cc1ccc(N2C(=O)c3ccccc3C2Nc2ccc(S(=O)(=O)N3CCOCC3)cc2)nc1 (centres undefined) | 0 | -3 | -1 | 0.5
43 | CCNC(=O)C[C@H]1CC[C@@H]2[C@H](COc3ccc(NC(=O)Nc4ccc(F)cc4)cc3C(=O)N2C)O1 | -1 | -4 | -8 | 0.0
44 | O=C(CCN1C(=O)C2C3CCC(C3)C2C1=O)OCC(=O)c1ccccc1 (centres undefined) | 3 | -4 | 4 | .
45 | COc1ccc(S(=O)(=O)N2CCCC(c3cc(C(=O)NCc4cccnc4)no3)C2)cc1 (centres undefined) | 0 | 0 | 2 | -0.1

entry | S100A4 inh HTS | DENV2 CPE | Statin myotox sup
31 | -9 | -3 | 11
32 | 5 | -17 | -59
33 | 11 | 1 | .
34 | 6 | 1 | -6
35 | 4 | 9 | 24
36 | -1 | 9 | .
37 | -6 | 30* | .
38 | -3 | 11 | -16
39 | 2 | 15 | 4
40 | -1 | -9 | -1
41 | 1 | 1 | .
42 | -1 | -11 | 2
43 | -3 | 9 | -11
44 | 3 | 7 | -5
45 | 6 | -6 | -3

Entries above that have an aryl thioether with sulfur outside any ring, in the order listed:
entry | SMILES | PglD inh | SIRT5 inh | ERp5 inh | E-sel inducer
19 | O=C(CSc1nccc(=O)[nH]1)c1c[nH]c2ccccc12 | 0 | -1 | 1 | 12
26 | Cc1cccc(NC(=O)CSc2ncnc3nc[nH]c23)c1C | -2 | 3 | 2 | .

entry | S100A4 inh HTS | DENV2 CPE | Statin myotox sup
19 | -11 | 3 | 10
26 | -4 | 6 | -4

Other compounds
entry | SMILES | PglD inh | SIRT5 inh | ERp5 inh | E-sel inducer
46 | CCOC(=O)N1CCN(c2c(N3CCN(c4ccccn4)CC3)c(=O)c2=O)CC1 | 2 | . | -2 | 0.5
47 | COC(=O)C1=C(C(=O)OC)[C@@H]2N(Cc3ccccc3)c3ccccc3[C@@]23C[C@@H](C(=O)OC)N(C(=O)c2cc(C)oc2C)C3=N1 | 0 | 2 | 5 | -0.2
48 | S=c1nc[nH]c2c1cnn2Cc1ccccc1 | -1 | -4 | -2 | .
49 | CC1(C)Cc2c(sc3nnn(CC(=O)Nc4ccccc4)c(=O)c23)CO1 | 2 | -3 | -12 | 0.1
50 | COC(=O)CN1C(=S)N(c2ccccc2)C(=O)C1CC(=O)Nc1ccc(Cl)cc1 (centres undefined) | . | -1 | 3 | .
51 | COC(=O)[C@@]1(C)[C@H]2C(=O)N(Cc3ccccc3)C(=O)[C@H]2[C@H]2CN=C(SCC(=O)c3ccccc3)N21 | 0 | -1 | 6 | 1.3
52 | Cc1cc(C(=O)Nc2cccc3c2O[C@H](CN(C)Cc2ccccc2)[C@H](C)CN([C@@H](C)CO)C3=O)n(C)n1 | 1 | -4 | -1 | 0.1
53 | O=C(Cc1ccncc1)Nc1ccc2c(c1)[C@H]1C[C@@H](CC(=O)N3CCc4ccccc4C3)O[C@@H](CO)[C@H]1O2 | 1 | -4 | 1 | -0.2
54 | CC1Sc2ccc(S(=O)(=O)NCCc3ccc(Cl)cc3)cc2NC1=O (centres undefined) | -4 | 1 | 1 | .
55 | CO[C@H]1CN(C)C(=O)c2cc(NC(=O)c3cnccn3)ccc2OC[C@H](C)N(C)C[C@@H]1C | -2 | -5 | -19 | -0.2
56 | O=C(C[C@@H]1CC[C@@H]2[C@H](COC[C@H](O)CN2C(=O)c2cnccn2)O1)NCc1ccccc1 | -1 | -8 | 3 | -0.1

entry | S100A4 inh HTS | DENV2 CPE | Statin myotox sup
46 | 8 | 2 | -13
47 | 3 | 12 | -9
48 | -9 | -4 | -55
49 | -2 | -3 | -6
50 | -10 | 17 | .
51 | 13 | 4 | 19
52 | -1 | 10 | -7
53 | -10 | -3 | 4
54 | -8 | -2 | 8
55 | 19 | -1 | 2
56 | -2 | -2 | -12

Random excerpt: 3 entries already listed.
entry | SMILES | PglD inh | SIRT5 inh | ERp5 inh | E-sel inducer
49 | CC1(C)Cc2c(sc3nnn(CC(=O)Nc4ccccc4)c(=O)c23)CO1 | 2 | -3 | -12 | 0.1
46 | CCOC(=O)N1CCN(c2c(N3CCN(c4ccccn4)CC3)c(=O)c2=O)CC1 | 2 | . | -2 | 0.5
51 | COC(=O)[C@@]1(C)[C@H]2C(=O)N(Cc3ccccc3)C(=O)[C@H]2[C@H]2CN=C(SCC(=O)c3ccccc3)N21 | 0 | -1 | 6 | 1.3

entry | S100A4 inh HTS | DENV2 CPE | Statin myotox sup
49 | -2 | -3 | -6
46 | 8 | 2 | -13
51 | 13 | 4 | 19

Screening data from PubChem BioAssay.

This is a subset; rates above refer to the full screens.
